HCV inhibitor: inhibitors of hepatitis C virus infection. Huh7.5.1 HCVcc-Cre infection, luciferase reporter, 44 h. Potency, µM (series often up to 41.8 µM), without a hit: at the highest dose activity change, negative = inhibition, most hits filed as inhibitors. 340,000 compounds, 3.4% hits. AID 651820
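Cells (1,000/well) were plated 4 h before compound, then infected with HCVcc-Cre virus (~0.5 moi). After 44 h further culture, infection was read as luciferase luminescence following a 15 min substrate incubation at room temperature.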
Sm TGR block: inhibitors of Schistosoma mansoni thioredoxin glutathione reductase | Q962Y6 | purified TGR, DTNB reduction, TNB absorbance 405 nm | Potency, µM (highest dose often 114 µM), for inactives: at the highest dose activity change, negative = inhibition, most hits filed as inhibitors | 360,000 compounds, 3% hits | AID 485364; note: nearly all actives have a fitted effect of over 60% in size
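First, TGR (20 nM dispensed) and NADPH were mixed with compound. Second, a 15 min room-temperature incubation followed. Third, further NADPH and then DTNB were added to start the reaction. Finally, TNB absorbance was monitored kinetically.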
Pf growth 48h: inhibits P. falciparum growth in the first generation, 48 h | P. falciparum luciferase growth in erythrocytes, 48 h | Potency, µM (doses to about 28.7 µM), for the others: at the highest dose activity change, negative = inhibition, actives largely listed as inhibitors | 310,000 compounds, 5.9% hits
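Parasite viability was followed by luminescence of a genomically integrated firefly luciferase. Cultures held 0.1% parasitemia at 2% hematocrit (final), incubated under 5% CO2 at 37 C.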
LmPK inh: blocks Leishmania mexicana pyruvate kinase activity; Q27686; purified LmPK, Kinase-Glo ATP luminescence, 1 h; Potency, µM (series often up to 57.5 µM), without a hit: at the highest dose activity change, negative = inhibition, actives largely listed as inhibitors; 290,000 compounds, 0.37% hits; AID 1721
Target sequence (Q27686 whole entry, looked up): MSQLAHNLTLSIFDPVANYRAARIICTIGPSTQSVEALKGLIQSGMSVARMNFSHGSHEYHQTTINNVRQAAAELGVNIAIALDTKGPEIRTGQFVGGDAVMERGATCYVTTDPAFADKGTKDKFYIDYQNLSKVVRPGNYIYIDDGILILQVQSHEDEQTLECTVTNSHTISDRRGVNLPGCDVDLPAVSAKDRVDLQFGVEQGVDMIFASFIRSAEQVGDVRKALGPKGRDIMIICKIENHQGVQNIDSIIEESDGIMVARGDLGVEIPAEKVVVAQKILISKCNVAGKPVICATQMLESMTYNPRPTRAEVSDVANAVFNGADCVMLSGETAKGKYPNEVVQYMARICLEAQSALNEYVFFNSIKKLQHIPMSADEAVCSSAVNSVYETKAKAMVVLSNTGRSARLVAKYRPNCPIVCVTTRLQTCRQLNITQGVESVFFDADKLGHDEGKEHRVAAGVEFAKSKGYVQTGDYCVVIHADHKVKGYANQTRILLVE
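Purified LmPK (0.1 nM) with 0.5 mM PEP and 0.1 mM ADP in imidazole buffer pH 7.2 with MgCl2/KCl, 1 h at room temperature. ATP formed was read by luciferase luminescence and normalized to no-enzyme and uninhibited controls.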
Tb PYK inh: T. brucei pyruvate kinase inhibition; Potency, µM (top dose mostly 76.8 µM), inactives show at the top dose activity, negative = inhibition, most hits filed as inhibitors; 410,000 compounds, 0.12% hits; Q57TT1; TbPYK enzyme, Kinase-Glo Plus ATP luminescence, 45 min; note: nearly all actives have a fitted effect of over 50% in size
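TbPYK + substrate in 50 mM TEA pH 7.2, 100 mM KCl, 10 mM MgCl2, 0.05% BSA, 0.01% Tween-20; cpd pinned; ADP 130 uM final; 45 min RT; Kinase-Glo Plus 10 min; luminescence endpoint.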
Pf growth 96h: inhibits malaria parasite growth, 96 h. 320,000 compounds, 6.9% hits. Potency, µM (titrated, usually from 28.7 µM), for the others: at the highest dose activity change, negative = inhibition, hits mostly inhibitors. AID 504834. P. falciparum luciferase reporter growth, 96 h
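Infected RBCs, 2% Hct / 0.05% parasitemia final; luciferase-reporter P. falciparum; cpd 96 h, 37 C, 5% CO2; luciferase detection reagent; luminescence.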
The depositor's hits bear a star; ? = inconclusive; . = no result given; & = joins results of further samples; [ ] = dose if it differs, or a comment. Calls come from the whole dose curve; as a rule, active = well fitted curve in the direction sought with a large enough effect; inconclusive = small, poorly fitted or top-dose-only effect, or another doubt; inactive = no such curve, though single readings can be large; an effect the other way counts as inactive or inconclusive. % is set by controls: 0 for no effect and ±100 for the full control effect; potency is the fitted concentration of half-maximal effect.

structure,HCV inhibitor,Sm TGR block,Pf growth 48h,LmPK inh,Tb PYK inh,Pf growth 96h
CCN(CC(=O)Nc1ccc(Cl)c(S(=O)(=O)N(C)C)c1)CC(=O)NC(C)C,-1.4%,0.0%,-25.6%,2.2%,-5.2%,?
FC(F)Oc1ccc(NC(=S)N2CCc3ccccc32)cc1,?,5.5%,25.8%,-6.4%,1.3%,53.6%[activator]
O=C(c1cccc(Cl)c1)C1CCCN(C(=O)c2ccoc2)C1 (configuration not stated),-2.0%,-13.9%,-8.5%,0.9%,0.9%,10.4µM*
COc1ccc(CCNC(=O)CCS(=O)(=O)c2ccc3c(c2)NC(=O)CO3)cc1OC,21.8%,-17.0%,?,5.0%,-2.0%,-41.0%
Cc1oc(-c2ccccc2)cc1C(=O)Nc1ccc(N(C)C)cc1,?,-32.3%,0.2%,-1.0%,?,43.9%[activator]
CCOC(=O)C1CCN(CCC(=O)Nc2cccc(Cl)c2)CC1,-15.7%,-4.0%,?,0.4%,3.1%,?
CC(C(=O)Nc1ccc(C(=O)O)cc1)N1C(=O)c2ccccc2C1=O (configuration not stated),1.3%,15.1%,-1.4%,1.3%,9.3%,9.0%
Cc1cccc(NC(=O)CN2C(=O)NC(C)(c3ccc4c(c3)OCO4)C2=O)c1 (configuration not stated),0.0%,-11.2%,-2.2%,0.9%,-9.4%,.
O=C(Nc1ccccc1F)C(=Cc1sc(N2CCOCC2)nc1-c1ccccc1)C(=O)Nc1ccccc1F,-8.2%,-12.7%,?,-1.2%,0.0%,?
CCCCOc1nc2ccccc2nc1C(C#N)C(=O)NC1CCCCC1 (configuration not stated),7.5%,0.0%,12.1%,6.8%,-10.9%,1.47µM*
CC1OC(C)(C)OC1C1CNc2nc(NC(=O)C(C)(C)C)[nH]c(=O)c2N1C(=O)c1cccnc1 (configuration not stated),2.2%,2.6%,-16.3%,1.2%,8.1%,21.7%
CCN1C(=O)/C(=C\N2CCCCCC2)SC1=S,-26.2%,-2.3%,?,0.4%,0.4%,11.7µM*
COc1ccc(C)cc1S(=O)(=O)N1CCCCC1,14.7%,-19.8%,-13.5%,-0.2%,1.0%,7.3%
Cc1onc(-c2ccccc2)c1C(=O)NNC(=S)NC(=O)c1ccc2c(c1)OCO2,7.3%,3.8%,103.3%[activator],3.9%,-13.8%,86.6%[activator]
c1ccc2c(c1)[nH]c1ccncc12,?,-12.6%,?,.,0.0%,?
CN(C)S(=O)(=O)Oc1ccccc1C(=O)Nc1ccccc1Cl,-6.2%,.,5.8%,1.7%,-3.9%,16.8%
Cc1ccsc1C(=O)OCc1csc(-c2ccccc2)n1,-7.2%,1.5%,268.8%[activator],15.8µM*,-23.5%,.
Cc1ccc(-c2cc(C(F)F)n3ncc(C(=O)N4CCCc5ccccc54)c3n2)cc1,4.9%,1.9%,?,8.1%,-4.5%,93.6%[activator]
CCc1noc(C)c1C(=O)N1CCC(CCC(=O)Nc2cccc(C)c2)CC1,?,-12.1%,-21.1%,-6.5%,3.5%,-23.2%
CCCCOc1ccccc1C(=O)NCCCC(=O)O,-0.6%,3.6%,.,6.7%,1.7%,-6.6%
Cc1ccc(S(=O)(=O)c2c[nH]c3cc4c(cc3c2=O)OCO4)cc1,.,-3.7%,1.8%,-1.5%,.,3.3%
O=C1NNC(=O)C1c1ccccc1,5.7%,0.0%,-10.1%[0.00184 µM],0.8%,0.3%,10.9%
CCOc1ccccc1NS(=O)(=O)c1ccc(-c2cnc(C3CC3)o2)cc1,?,0.3%&2.1%,0.4%,3.5%,-0.2%&-1.7%,17.0%
O=C1N=c2ccccc2=C1c1sc(NS(=O)(=O)c2ccccc2)nc1O,10.7%,9.7%,30.6%[activator],-20.4%,-26.5%,20.2%
COc1ccc(OC)c(CNC(=O)C2CCN(C(=O)N(C)C)CC2)c1,4.8%,-8.4%,7.9%,-1.0%,-6.4%,.

Profiles from above. Order of screens: HCV inhibitor, Sm TGR block, Pf growth 48h, LmPK inh, Tb PYK inh, Pf growth 96h
O=C1N=c2ccccc2=C1c1sc(NS(=O)(=O)c2ccccc2)nc1O in the list: 10.7%, 9.7%, 30.6%[activator], -20.4%, -26.5%, 20.2%
CCN(CC(=O)Nc1ccc(Cl)c(S(=O)(=O)N(C)C)c1)CC(=O)NC(C)C in the list: -1.4%, 0.0%, -25.6%, 2.2%, -5.2%, ?
CCCCOc1nc2ccccc2nc1C(C#N)C(=O)NC1CCCCC1 (configuration not stated) in the list: 7.5%, 0.0%, 12.1%, 6.8%, -10.9%, 1.47µM*

Pulled by compound from the entries so far:
structure,HCV inhibitor,Sm TGR block,Pf growth 48h,LmPK inh,Tb PYK inh,Pf growth 96h
CC1OC(C)(C)OC1C1CNc2nc(NC(=O)C(C)(C)C)[nH]c(=O)c2N1C(=O)c1cccnc1 (configuration not stated),2.2%,2.6%,-16.3%,1.2%,8.1%,21.7%
O=C(Nc1ccccc1F)C(=Cc1sc(N2CCOCC2)nc1-c1ccccc1)C(=O)Nc1ccccc1F,-8.2%,-12.7%,?,-1.2%,0.0%,?

More entries:
structure,HCV inhibitor,Sm TGR block,Pf growth 48h,LmPK inh,Tb PYK inh,Pf growth 96h
CN1CCN(NC(=O)Nc2cccc(Cl)c2Cl)CC1,-1.6%,8.5%,-5.6%,1.9%,-1.3%,-8.0%
NC(=O)c1ccc(NC(=O)CSc2nnc(-c3ccc4c(c3)OCO4)o2)cc1,0.9%,-8.5%,-7.0%,.,3.6%,16.7%
Cc1cc(C)cc(N(CC(=O)Nc2ccccc2C(=O)N2CCOCC2)S(C)(=O)=O)c1,22.7%,-2.2%,-1.3%,0.5%,1.8%,2.5%
CCS(=O)(=O)N1CCC(C(=O)NCc2ccc(F)cc2)CC1,17.0%,1.7%,.,-1.0%,3.4%,1.1%
O=C1CSC(=S)N1c1cccc(Cl)c1,-3.9%,-7.1%,-1.7%,9.8%,7.3%,16.1%
COc1cc(OC)cc(-c2c(C#Cc3ccsc3)c3cc(-c4cnc(OC)nc4)ccc3n2C)c1,-11.0%,-23.7%,?,.,8.1%,?
CCC(C)NC(=O)c1ccc(CSCc2cccc(F)c2)o1 (configuration not stated),?,-5.8%,.,0.7%,1.5%,?
Cc1cccc(N2C(=O)C(O)=C(C(=O)c3cccs3)C2c2ccc(Cl)cc2)n1 (configuration not stated),1.1%,-1.2%,7.9%,3.2%,-16.9%,30.8%[activator]
O=c1[nH]c2cc3c(cc2cc1C(c1nnnn1Cc1ccccc1)N1CCCc2ccccc21)OCO3 (configuration not stated),15.9%,-31.0%,0.7%,0.6%,-8.3%,27.8%
CC(=O)c1cc2c(cc1NC(=O)CN1Cc3ccccc3C1=O)OCO2,11.7%,-16.3%,52.1%[activator],1.9%,-7.3%,-10.2%
Cc1ccc(C(=O)NC2CCN(Cc3ccccc3)CC2)cc1S(=O)(=O)N1CCOCC1,?,4.7%,-16.0%,.,1.0%,?
Cc1ccc(S(=O)(=O)NC2=NCN(C3CCN(Cc4ccccc4)CC3)CN2)cc1,17.3%,-24.8%,16.1%,-0.5%,2.1%,?
COc1cccc(CN(C)C(=O)CCNC(=O)c2ccco2)c1,4.4%,-3.9%,19.6%,.,6.9%,17.5%
CCO[C@@H]1OC(C(=O)NCc2ccccc2)=C[C@H](c2coc3ccccc3c2=O)[C@H]1CCCO,9.3%,2.4%,?,4.8%,-8.6%,?
CCOC(=O)c1c(C)[nH]c(C(=O)COC(=O)c2ccc(O)cc2)c1C,?,10.1%,?,2.7%,4.0%,?
CCCCN=C(C)c1c(O)c2ccccc2oc1=O,-5.1%,-23.3%,94.9%[activator],-2.4%,1.3%,62.2%[activator]
O=C(c1ccccc1)c1nc[nH]c1C(=O)Nc1ccccc1,10.3%,0.1%,?,6.1%,-10.1%,6.2%[5.75 µM]
CCCC(C)C(=O)Nc1ncc(S(=O)(=O)c2ccc([N+](=O)[O-])cc2)s1 (configuration not stated),?,-5.9%,1.65µM*,10.1%,3.6%,?
Cc1cc(Nc2nn(C)c(N)c2C#N)ccc1F,1.6%,-9.8%,31.9%[activator],-5.8%,-4.4%,-4.6%
CC(CC(=O)Nc1ncc([N+](=O)[O-])s1)c1ccccc1 (configuration not stated),?,-23.0%,2.9%,9.7%,-9.0%,100.9%[activator]
C=CCn1c(SCc2nc3ccccc3[nH]2)nnc1-c1ccncc1,5.8%,0.0%,7.2%,1.7%,-5.9%,13.2%
CCCOc1ccc2nc(C)c(CCC)c(SC(=N)N)c2c1,12.2%,12.3%,1.17µM*,-0.7%,-17.4%,6.57µM*
O=C(Nc1cccc2nsnc12)C1CC(=O)N(c2ccccc2)C1 (configuration not stated),-3.8%,4.2%,-10.6%,0.5%,-12.5%,19.2%
COCCCNC(=O)CN1C(=O)/C(=C/c2ccccc2)Sc2ccccc21,?,1.3%,-21.2%,7.5%,9.9%,-11.8%
COc1cc(NS(=O)(=O)c2ccc(NC(=O)COc3cccc(C)c3)cc2)nc(OC)n1,11.8%,4.5%,27.3%,0.9%,?,-0.2%
O=C(NC1CCN(c2ncccn2)CC1)c1cccc(F)c1,4.8%,2.4%,-14.7%,-1.9%,1.7%,-17.9%
CC(=O)Oc1ccc2ccccc2c1C(NC(=O)Cc1ccccc1)c1ccc(Cl)cc1 (configuration not stated),10µM*,-19.7%,4.65µM*,-0.7%,0.4%,2.94µM*
CC(C)Cc1ccc(C(C)C(=O)Nc2ncccn2)cc1 (configuration not stated),-15.9%,.,-0.7%,1.2%,-7.0%,7.0%
CCOC(=O)C1CCN(S(=O)(=O)c2ccc(-c3ccc(=O)[nH]n3)o2)CC1,10.6%,-14.3%,?,-2.0%,3.5%,?
Cc1onc(-c2ccccc2)c1C(=O)N1CCN(c2ncccc2C(F)(F)F)CC1,?,2.8%,?,5.6%,-4.1%,?
NS(=O)(=O)c1ccc(CCNC(=O)CCCn2ncn3c(cc4occc43)c2=O)cc1,14.8%,-1.5%,30.5%,2.1%,-6.7%,?
O=C(Cn1nc(C(F)F)cc1C1CC1)N1CCCC1,17.3%,4.3%,17.0%,0.4%,0.0%,?
COc1cccc2cc(-c3cc(=O)oc4ccc(O)cc34)oc12,-19.1%,-19.6%,?,2.3%,-10.7%,?
CCOC(=O)N1CCN(C(=O)c2cc3sccc3n2C)CC1,-8.2%,-17.4%,20.2%,4.5%,-0.4%,.
COC(=O)CC(=O)Cc1nc(N)nc(Nc2ccc(C)c(C)c2)n1,-1.3%,1.9%,35.1%[activator],0.4%,6.6%,84.8%[activator]
Cc1c(NC(=O)CCc2ccccc2)cccc1[N+](=O)[O-],20.6%,-4.1%,11.1%,-1.0%,-3.7%,-78.9%
COc1ccc(C(=O)Nc2cccnc2Cl)cc1OC,3.9%,5.9%,22.9%,-11.4%,-5.6%,0.5%
CC1(C)CC(NC(=O)C(c2ccccc2)c2ccccc2)CC(C)(C)N1,-7.1%,-19.4%,-3.8%,-1.2%,3.6%,?
CCc1cccc(NC(=O)CSc2nc3c(c(=O)[nH]2)CCCC3)c1,-14.8%[0.335 µM],-8.8%,-9.0%,1.2%,.,8.28µM*
Clc1ccccc1-c1nnc2sc(-c3ccco3)nn12,12.5%,1.5%[11.4 µM],.,4.0%,-1.2%,-19.9%
CC1=C(C(=O)NC2CCCc3c2cnn3-c2cccc(C)c2C)OCCO1 (configuration not stated),3.55µM*,-7.5%,?,-1.9%,0.9%,29.9%

Screens (PubChem)
